Bioassay records deposited in PubChem by several laboratories.
procasp7 counter – counter-screen: procaspase-7 (human) activation. P55210. actives 0.093% (n = 330,000). activation, % at 8.5 µM. AID 463210. recombinant procaspase-7, Ac-DEVD-pNA absorbance 405 nm; D23A/D198A/D206A triple mutant, cannot self-cleave; scale: DMSO 0, 5 µM enzyme 100;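 active means percent activation above the screen-wide mean plus 3 SD, cut at about 25% in these data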
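Assay system: Uncleavable procaspase-7 mutant enzyme / Input: 2 µM procaspase-7 mutant as dispensed / Dosing: single nominal 8.5 µM compound dose, 0.8% DMSO final / Timing: 1 h enzyme–compound preincubation and 2 h substrate reaction, both 25 °C / Detection: p-Nitroaniline absorbance at 405 nm, read at 0 and 120 min / Replication: singlicate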
AHR act – activates the human aryl hydrocarbon receptor; AHR-responsive luciferase reporter cells, luminescence; activation, % at 5 µM; actives 2.5% (n = 320,000); in the data active means activation above about 47%;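 further: 0% = vehicle wells and 100% = reference agonist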
Target sequence (P35869 whole entry, looked up): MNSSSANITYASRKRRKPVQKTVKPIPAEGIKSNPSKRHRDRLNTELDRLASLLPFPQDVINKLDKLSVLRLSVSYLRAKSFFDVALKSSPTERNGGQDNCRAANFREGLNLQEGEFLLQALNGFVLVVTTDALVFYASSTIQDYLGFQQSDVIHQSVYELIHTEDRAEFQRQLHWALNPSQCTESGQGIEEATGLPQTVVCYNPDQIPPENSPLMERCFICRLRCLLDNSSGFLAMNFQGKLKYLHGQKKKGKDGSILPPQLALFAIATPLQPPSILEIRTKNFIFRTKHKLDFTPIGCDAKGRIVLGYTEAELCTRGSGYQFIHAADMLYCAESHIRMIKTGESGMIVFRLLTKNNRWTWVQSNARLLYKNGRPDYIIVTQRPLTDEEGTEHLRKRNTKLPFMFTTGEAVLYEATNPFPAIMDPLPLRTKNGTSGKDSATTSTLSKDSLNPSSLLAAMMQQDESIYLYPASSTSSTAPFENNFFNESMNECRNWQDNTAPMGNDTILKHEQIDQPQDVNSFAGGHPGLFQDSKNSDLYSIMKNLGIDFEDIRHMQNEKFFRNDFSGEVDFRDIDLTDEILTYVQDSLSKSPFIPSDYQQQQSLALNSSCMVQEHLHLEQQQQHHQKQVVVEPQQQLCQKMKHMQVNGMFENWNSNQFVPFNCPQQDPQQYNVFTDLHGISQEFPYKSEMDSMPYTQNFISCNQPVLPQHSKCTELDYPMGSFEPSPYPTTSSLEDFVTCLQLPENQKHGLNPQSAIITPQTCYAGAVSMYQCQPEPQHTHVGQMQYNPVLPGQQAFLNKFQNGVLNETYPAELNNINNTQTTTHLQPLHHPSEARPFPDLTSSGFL
LAP4 TOR yeast – modulators of TOR pathway LAP4-GFP in S. cerevisiae. S. cerevisiae LAP4-GFP multiplex, flow cytometry GFP, 3 h; median GFP as percent of DMSO wells. GFP response vs DMSO, % at 10 µM. actives 0.34% (n = 320,000);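 active means GFP response vs DMSO above a set limit, about the screen mean plus 3 SD, cut at about 150% in these data; inconclusive means under 70 cell events counted for the yeast strain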
MEP2-GFP yeast – yeast TOR pathway MEP2-GFP modulation; S. cerevisiae MEP2-GFP strain, flow cytometry GFP, 3 h; 100% = DMSO control level; GFP response vs DMSO, % at 10 µM; actives 0.51% (n = 330,000);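 active means GFP response versus DMSO above a set limit, roughly screen mean plus 3 SD, cut at about 180% in these data; inconclusive means fewer than 70 cells counted for a yeast strain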;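 further: median GFP fluorescence of the barcode-gated MEP2-GFP cells per well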
RPL19A-GFP yeast – alters RPL19A-GFP fluorescence in TOR pathway yeast screen. AID 2025. S. cerevisiae RPL19A-GFP strain, flow cytometry, 3 h; hits give low values. actives 0.3% (n = 330,000). percent response vs DMSO, % at 10 µM;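 active means percent response vs DMSO below 50%; inconclusive means fewer than 70 events counted for the yeast strain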;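 further: median channel GFP fluorescence of the barcoded RPL19A-GFP strain; ratio of sample median GFP to plate DMSO average so 100% = DMSO; lower means less RPL19A-GFP as with rapamycin TOR inhibition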
GASC-1 inh – human JMJD2C demethylase inhibition. Q9H3R0. inhibition, % at 2.35 µM. actives 0.069% (n = 330,000). GST-JMJD2C(1-420) H3K9me3 demethylation, DELFIA europium. AID 2099;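 active means more than half of a compound's replicate wells show inhibition beyond 50%, single wells judged on their own value; inconclusive means some, but no more than half, of replicates pass 50% inhibition; inactive means no replicate passes 50% inhibition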;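 further: signal counts dimethyl H3K9 product captured on neutravidin plate; 0% = median of DMSO wells and 100% = 0.3 times that DMSO median; strong numbers were not always called active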
Yeast superoxide – yeast age-related superoxide inhibition as caloric restriction mimetic; S. cerevisiae aged cells, superoxide DHE fluorescence; hits give low values; superoxide response (% of plate mean), % at 10 µM; actives 0.18% (n = 330,000);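 active means superoxide response under a set limit, about three screen SD below normal, cut at about 65% in these data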;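 further: yeast aged for seven days with compound at 30 °C before DHE staining; 100% = average MFI of all compound-treated wells on the plate with controls excluded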
proCasp3 act – procaspase-3 (human) activation | P42574 | recombinant procaspase-3 D3A, Ac-DEVD-pNA absorbance 405 nm | activation, % at 8.5 µM | actives 0.11% (n = 330,000);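 active means activation above the mean of all tested compounds plus 3 SD, cut at about 21% in these data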;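 further: 0% = DMSO alone and 100% = DMSO wells spiked with extra 5 µM PC-3 D3A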
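Technique: 405 nm absorbance of p-nitroaniline, reads at 0 and 120 min; Test system: Procaspase-3 D3A mutant; Incubation: 1 h enzyme-compound preincubation, then 2 h substrate reaction, 25 °C; Repeats: singlicate, each compound tested once; Benchmarks: low control DMSO wells, high control DMSO plus 5 µM PC-3 D3A.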
* marks the source's active call; other numbers are inactive results; ? = inconclusive; . = no result given. No enrichment for hits, and some 3.8% of all compounds hit somewhere here.

SMILES	procasp7 counter	AHR act	LAP4 TOR yeast	MEP2-GFP yeast	RPL19A-GFP yeast	GASC-1 inh	Yeast superoxide	proCasp3 act
O=C(CN1CCN(S(=O)(=O)c2ccccc2)CC1)Nc1ccc(Cl)cn1	8	3	97	100	99	43	98	0
NC(=O)C1CCN(C(=O)c2cc3ccccn3n2)CC1	6	7	102	102	100	-3	85	-2
O=C(c1cc(COc2ccc(F)c(F)c2)on1)N1CCOCC1	3	0	106	108	105	6	115	-4
CCOC(=O)c1c(-c2cccs2)csc1NC(=O)c1ccco1	4	13	97	111	98	0	84	-1
O=C(O)c1cc2nc(-c3ccc(F)cc3)cc(C(F)(F)F)n2n1	8	6	102	107	104	0	103	3
O=C1CCN(CCc2ccccc2)CCN1CCO	1	7	119	93	105	12	92	2
Cn1c(=O)oc2cc(S(=O)(=O)NCCC(=O)NCc3ccc(F)cc3)ccc21	14	1	99	104	102	3	72	5
CC(=O)N1CCC(C(=O)Nc2ccc(S(=O)(=O)N3CCCCC3)cc2)CC1	5	-1	100	99	98	2	90	2
O=c1[nH]c(CN2CCCCC2)nc2ccccc12	-1	0	99	97	102	5	102	-2
COCCn1c(SCc2c(F)cccc2Cl)nc2c1c(=O)[nH]c(=O)n2C	-4	0	96	104	97	1	89	-2
COc1ccc(C(CC(=O)Nc2ccccn2)N2Cc3ccccc3C2=O)cc1 (stereo unspecified)	0	5	100	106	106	5	91	5
Cc1ccc(CC(=O)NC(C)CCc2ccccc2)cc1 (stereo unspecified)	0	-1	100	98	100	-23	108	4
O=C(Nc1ncccc1O)c1ccc(S(=O)(=O)N2CCCCCC2)cc1	-1	5	102	104	93	-2	114	-3
O=C(CSc1nc(=O)n2cc(Cl)ccc2n1)Nc1ccc2c(c1)OCCO2	2	1	101	102	102	14	103	10
Cc1cc(-n2nc(C)cc2C)nc(NS(=O)(=O)c2ccccc2)n1	-5	7	107	106	102	3	96	-7
CCOC(=O)c1ccc(/C=C2/C=C(c3ccccc3)N(c3ccc(Cl)c(C(=O)O)c3)C2=O)cc1	-2	-1	99	103	102	11	103	7
C=CCNC(=O)CSc1ncc2c(n1)-c1c(csc1SC)CC2	-1	37	105	93	96	5	100	-6
Clc1ccc(-c2csc(Nc3cccnc3)n2)cc1	8	81*	115	95	93	3	88	0
CCC1Sc2ccc(S(=O)(=O)CCC(=O)Nc3ccc(NC(C)=O)cc3)cc2NC1=O (stereo unspecified)	1	0	95	103	100	11	98	2
COc1ccc(N(CC(=O)Nc2c(C)cccc2C)S(=O)(=O)c2ccccc2[N+](=O)[O-])c(OC)c1	5	-3	89	95	89	-2	110	-4
COc1cc2cc[n+](Cc3ccc([N+](=O)[O-])cc3)cc2cc1OC	-2	-1	100	104	102	-3	98	3
Cc1n[nH]c(=O)c2c(NC(=O)CSc3nncs3)oc(C)c12	-2	8	93	93	97	-13	103	-2
CC(C)(C)NC(=O)C(=O)NNC(=O)c1ccccc1	8	1	93	92	95	10	93	-1
CC(C)C(=O)Nc1cccc(C(=O)Nc2nccs2)c1	0	-1	.	94	93	-10	86	6
Cc1cc(C)n(C(=O)CCC(=O)Nc2ccc(C)c(C)c2)n1	2	2	103	102	104	0	103	-1
Cc1cccc(-c2noc(CN(C(=O)CCc3ccccc3)C(C)C)n2)c1	6	-1	107	107	103	1	104	-19
Cc1ccc(-n2nnc(-c3cccnc3)n2)cc1	6	-4	97	99	97	1	87	2
COc1ccc(NC(=O)c2cc(-c3cccs3)on2)c(OC)c1	-2	1	93	103	100	13	97	4
COc1ccc(OC)c(CCNC(=O)CS(=O)(=O)Cc2nc(-c3ccccc3C)oc2C)c1	-3	3	100	100	102	-3	99	9
Cc1ccc(S(=O)(=O)c2cn(Cc3ccc(F)cc3)c3cc4c(cc3c2=O)OCO4)cc1	-3	15	100	93	98	-1	106	2
O=C(CCCc1c[nH]c2ccccc12)NCC1COc2ccccc2O1 (stereo unspecified)	8	5	104	102	101	4	110	4
CCN1CCN(C(=O)c2ccc3c(=O)n(C4CCCC4)c(=S)[nH]c3c2)CC1	1	-1	72	91	94	3	102	3
Cc1ccc(NC(=O)c2ccc3ncsc3c2)cc1S(=O)(=O)N(C)C	-13	15	100	101	105	-8	145	-10
CN1CCN(S(=O)(=O)c2ccc3c(c2)NC(=O)C2CCCN32)CC1 (stereo unspecified)	-7	1	98	100	103	1	109	5
O=C(NCCN1CCOCC1)C1CCN(S(=O)(=O)N2CCCC2)CC1	12	0	84	?	99	-3	102	-13
O=C(CSCC(=O)Nc1cccc([N+](=O)[O-])c1)Nc1ccccc1	3	14	86	99	107	11	103	1
COc1cc(/C=C/C(=O)OCC(=O)NCc2ccc(F)cc2)ccc1O	5	3	96	109	101	7	89	1
CN1C(=S)N(c2ccccc2)C(=O)/C1=C/c1ccco1	-9	-1	86	99	100	9	103	-2
O=C1c2cccc(OCc3ccc(F)cc3)c2CCN1Cc1ccccc1	-5	8	106	103	103	11	104	6
COc1cc(OC)c2c(-c3ccccc3)cc(=O)oc2c1C(CCN1CCCC1)c1ccc2c(c1)OCO2 (stereo unspecified)	5	1	123	97	96	0	94	-8
CCc1nc(NCCC(C)C)c2nnn(Cc3ccccc3)c2n1	2	4	77	100	102	4	94	10
C=C(C)CNC(=S)N1CCN(C(c2ccccc2)c2ccccc2)CC1	8	3	101	88	94	-2	103	5
COc1cc(NC(=O)CN(C)S(=O)(=O)c2ccc(-c3ccc(=O)[nH]n3)s2)cc(OC)c1	6	5	86	93	91	0	97	0
Cc1ccnc(NC(=O)c2ccc(S(=O)(=O)c3ccccc3)cc2)c1	0	-3	92	97	100	-13	111	-10
CCS(=O)(=O)N1CCC(C(=O)NCc2ccc(F)cc2)CC1	8	-1	98	103	94	-13	88	-6
CN(Cc1ccccc1)c1nc2c(c(=O)[nH]c(=O)n2C)n1Cc1ccccc1	3	0	104	100	97	9	103	3
COc1ccc(CNC(=O)c2cnc(C)cn2)c(OC)c1	10	1	101	102	95	-4	78	7
CCOC(=O)C1(CCc2ccccc2)CCN(C(=O)[C@@H]2C[C@@H](C)NC(=S)N2)CC1	-1	2	105	98	97	6	116	2
CCOC(=O)Cc1nnc(Nc2ccc(C)cc2)c2ccccc12	-2	-1	110	110	99	-1	88	4
O=C(c1ccc2c(=O)n(Cc3ccccc3)c(=S)[nH]c2c1)N1CCOCC1	-6	2	94	104	104	17	94	5
COc1ccc(/C=C2\SC(=S)N(CCC(=O)Nc3ccc(C(=O)O)cc3)C2=O)cc1	-3	-1	98	108	109	0	105	-2
COc1ccc2[nH]c(C)c(CCNC(=S)Nc3cccc(C)c3C)c2c1	1	9	92	93	100	3	93	-3
Cc1ccc(NC(=O)c2nc[nH]c2C(=O)N[C@@H](C)c2ccccc2)cc1	-8	-1	131	98	101	13	105	2
COc1cc(/C=C/C(=O)NC(C)CCc2ccccc2)cc(OC)c1OC (stereo unspecified)	-2	18	99	104	102	-5	117	5
COc1ccc(NC(=O)CN(C)S(=O)(=O)c2ccccc2)cc1	6	1	104	103	103	-4	94	-1
CCCCn1c(N)c(N(CCOC)C(=O)c2ccc(C)c(S(=O)(=O)N3CCCCC3)c2)c(=O)[nH]c1=O	-3	-1	104	102	96	5	108	-3
Cc1csc(CNc2ncnc3ccc(-c4ccc5c(c4)OCCO5)cc23)c1	2	7	97	89	96	-8	86	4
CCOC(=O)N1CCN(C(=O)c2nn(-c3ccc(C)cc3)c(=O)c3c2c2ccccc2n3C)CC1	7	7	89	100	107	2	94	9
CCOc1ccccc1C1NC(=O)NC(C)=C1C(=O)OCc1ccccc1 (stereo unspecified)	2	-4	94	105	105	-2	99	6
Cc1cc2ccccc2n2c(SCC(=O)N3CCOCC3)nnc12	-1	9	97	98	95	-6	118	2

Carrying on:
SMILES	procasp7 counter	AHR act	LAP4 TOR yeast	MEP2-GFP yeast	RPL19A-GFP yeast	GASC-1 inh	Yeast superoxide	proCasp3 act
COC(=O)c1sc2ccccc2c1-n1cccc1C(=O)C(=O)Nc1ccc(F)cc1	1	13	94	102	104	-2	98	-2
COc1cc(S(=O)(=O)N(C)C)ccc1Br	15	1	99	100	96	1	100	-2
COc1ccc(CNC(=S)N/N=C(\C)c2ccc(OC)cc2)cc1	-1	9	110	94	90	-11	105	1
COc1cc(C(=O)NCC(=O)n2nc(C)cc2C)cc(OC)c1OC	-2	4	104	103	100	-3	157	7
CO/N=C/c1ccc(Oc2ccc(C)cc2)nc1	-3	7	104	106	101	-5	107	3
O=C(COC(=O)c1cnccn1)Nc1ncc(C(F)(F)F)cc1Cl	-7	2	91	96	101	8	105	1
CC(C)CN(C(=O)COC(=O)CCc1nc2ccccc2s1)c1c(N)n(Cc2ccccc2)c(=O)[nH]c1=O	3	1	106	98	98	0	105	0
O=C(COC(=O)C1CCCCC1)Nc1ccccc1OC(F)F	8	1	104	102	100	-2	91	10
N#C/C(=C\c1cn(CCOc2ccccc2)c2ccccc12)C(=O)NCc1ccco1	-113	-2	95	99	103	2	93	-94
COc1ccc(/C=C/C(=O)Nc2cccc(N3CCOCC3)c2)cc1OC	11	1	91	100	98	-1	105	12
CN(C(=O)c1ccncc1)c1ccccc1	10	2	96	104	104	-9	101	-2
CCn1c(SCC(=O)N/N=C/c2ccc(O)c(OC)c2)nc2ccccc21	14	15	73	113	101	-7	101	6
Cc1ccc(/C=N/n2c(C)n[nH]c2=S)o1	-6	1	87	98	100	3	100	-2
COc1cc(/C=C2\SC(c3ccc(C)cc3)=NC2=O)cc(OC)c1OC	-12	3	101	109	99	0	99	-10
CCCCCC(=O)Nc1ccc2oc(-c3cncc(Br)c3)nc2c1	5	3	104	112	101	-3	95	1
CCN(C(=O)CSc1nccn1C)c1cccc2ccccc12	9	10	85	99	90	18	84	-4
Cc1cc2ncn(CCC(=O)NC(C)(C)C)c2cc1C	11	1	97	105	99	-2	99	6
O=C(CCNC(=O)c1ccco1)NCc1ccccc1	1	6	100	106	106	3	84	-3
CCOc1cc(/C=C\c2[nH]c(=O)[nH]c(=O)c2[N+](=O)[O-])ccc1OC(C)CC (stereo unspecified)	-4	10	85	101	97	41	89	-6
Cn1nc(C(C)(C)C)cc1NC(=O)Nc1cc(Cl)cc(Cl)c1	8	27	98	92	91	-6	113	2
